From PubChem
SENP7 inh: blocks the human protease SENP7; Q9BQF6; recombinant SENP7, Z-RLRGG-aminoluciferin luminescence, 40 min; inhibition, % at 5 µM; 1.5% of 330,000 active; AID 434973;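 active = inhibition above about 50% at the single test dose, limit read from the data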;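 also: plate controls were DMSO with enzyme for no effect and no enzyme buffer wells for full effect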
SENP6 inh: SENP6 protease inhibition. Q9GZR1. Recombinant SENP6 catalytic domain, aminoluciferin luminescence. inhibition, % at 10 µM. 1.8% of 330,000 active;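 active = inhibition above about 50% at the single tested dose, limit read from the data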;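 also: plate controls were DMSO wells with enzyme for no effect and DMSO wells lacking enzyme for full effect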
Target sequence (Q9GZR1 628-1112 limits assumed): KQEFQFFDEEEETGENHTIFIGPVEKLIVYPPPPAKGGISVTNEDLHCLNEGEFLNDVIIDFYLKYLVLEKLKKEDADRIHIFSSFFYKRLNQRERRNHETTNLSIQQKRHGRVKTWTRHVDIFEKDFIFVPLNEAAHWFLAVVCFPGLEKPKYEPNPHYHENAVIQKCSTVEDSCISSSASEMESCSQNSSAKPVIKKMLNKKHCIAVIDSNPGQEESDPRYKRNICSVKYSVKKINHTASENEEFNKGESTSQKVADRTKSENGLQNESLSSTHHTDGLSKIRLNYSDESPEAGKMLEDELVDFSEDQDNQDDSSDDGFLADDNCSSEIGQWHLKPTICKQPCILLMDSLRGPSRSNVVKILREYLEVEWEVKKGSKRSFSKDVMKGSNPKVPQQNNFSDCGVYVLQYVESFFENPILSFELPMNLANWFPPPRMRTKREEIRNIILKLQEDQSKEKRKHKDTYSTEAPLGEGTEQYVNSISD
UBC13 inh: blocks human UBC13 polyubiquitin chain formation | TR-FRET | inhibition, % at 20 µM | 0.47% of 330,000 active | AID 485273 | P61088; in the data active = inhibition above about 45%, passing the limit was not always enough; inconclusive = no clear call, values can overlap the other calls
Target sequence (P61088 whole entry, looked up): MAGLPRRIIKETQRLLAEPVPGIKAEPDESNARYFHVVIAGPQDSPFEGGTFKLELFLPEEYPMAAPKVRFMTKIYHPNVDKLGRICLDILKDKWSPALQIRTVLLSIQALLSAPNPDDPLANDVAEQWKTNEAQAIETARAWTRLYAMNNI
SENP8 block-1: SENP8 protease inhibition. Q96LD8. purified SENP8, Z-RLRGG-aminoluciferin cleavage, luminescence. inhibition, % at 10 µM. 1.2% of 330,000 active. AID 2540; in the data active = inhibition above about 50%
MIN6 prolif: inducers of beta-cell replication in MIN6 cells | MIN6 cells proliferation, ATPlite luminescence, 48 h; cells starved in 0.2% serum; 100% = growth in 10% serum | proliferation, % at 10 µM | 0.29% of 330,000 active | AID 2380;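 active = compounds whose signal lies at least 3.5 SD above the mean of all wells on their plate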;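 also: 0% = DMSO-treated cells in low-serum medium and 100% = 10% serum control; some compounds called inactive have numbers as strong as hits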
PfG6PD inh: PfG6PD (Plasmodium falciparum) enzyme inhibition. PfGluPho enzyme, NADPH resazurin-diaphorase fluorescence. inhibition, % at 20 µM. 0.78% of 350,000 active. AID 504690;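 active = inhibition reaching at least a set limit at 20 µM in the primary screen, cut at about 59% in these data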;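 also: 0% = DMSO wells with substrate and 100% = DMSO wells lacking glucose-6-phosphate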
HKDC1 inhibitor: HKDC1 (human) hexokinase inhibition. Q2TB90. recombinant HKDC1, G6PDH/diaphorase resazurin coupled fluorescence. inhibition, % at 20 µM. 0.16% of 340,000 active;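 active = inhibition above about 35% when tested at 20 µM, limit read from the data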;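 also: plate controls were DMSO wells with enzyme for no effect and DMSO wells lacking enzyme for full effect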
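Incubation: 90 min at room temperature in dark / Material: recombinant HKDC1 (HK5) hexokinase enzyme, produced in-house / Quantity: enzyme 5 µg/mL final / Compound: one dose of 20 µM, 1% DMSO / Reagent: glucose and ATP substrates / Buffer or medium: Tris pH 8.0 buffer with MgCl2, Tween-20, BSA, BME / Technique: resorufin fluorescence at 613 nm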
SENP8 block-2: inhibitors of human SENP8 protease | Q96LD8 | recombinant SENP8, Nedd8 substrate fluorescence | inhibition, % at 20 µM | 0.64% of 360,000 active | AID 602440; in the data active = inhibition mostly above about 40%, no sharp cut-off; inactive = mostly below about 27%
SENP1 inh: blocks the human SENP1 SUMO protease catalytic domain. Q9P0U3. AID 624204. 0.21% of 360,000 active. recombinant SENP1 catalytic domain, CyPet-SUMO1-YPet FRET cleavage. inhibition, % at 10 µM;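 active = inhibition at least 30% at 10 µM, raw YFP signal under a set limit, fluorescence ratio 0.5 to 1.5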;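 also: 0% = enzyme with DMSO and 100% = no enzyme wells; some results filed as inactive read as strong as hits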
Target sequence (Q9P0U3 419-644 limits assumed): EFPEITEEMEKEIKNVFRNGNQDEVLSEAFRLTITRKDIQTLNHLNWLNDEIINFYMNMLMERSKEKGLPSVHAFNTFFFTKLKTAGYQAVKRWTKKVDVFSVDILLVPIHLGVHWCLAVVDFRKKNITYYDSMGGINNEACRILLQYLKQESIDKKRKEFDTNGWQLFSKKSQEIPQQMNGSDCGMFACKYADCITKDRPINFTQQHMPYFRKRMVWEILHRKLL
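Assay system: hSENP1 catalytic domain, recombinant. Amount: SENP1 enzyme, 20 pM final. Schedule: 50 min reaction, RT, dark. Technique: FRET, CFP and YFP emission. Control set: no-enzyme wells low, DMSO-plus-enzyme wells high control.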
Active calls of the source: *; ? = inconclusive; . = not tested or not shown. Rows are unselected, and some 4% of all compounds hit somewhere here.

Values run as follows: SENP8 block-1, MIN6 prolif, SENP7 inh, HKDC1 inhibitor, SENP6 inh, PfG6PD inh, UBC13 inh, SENP8 block-2, SENP1 inh
CCCN(CCC)c1ncnc2c1cnn2-c1ccc(OC)cc1
    6, -4, 11, -6, 20, 8, 15, -81, 1
CCOC(=O)Cc1csc(NC(=O)CSc2ncnc3c2cnn3-c2ccc(OC)cc2)n1
    71*, 0, 52*, -5, 75*, 7, -7, -333, -14
CCCCNc1nc2c(S(=O)(=O)c3ccccc3)nnn2c2ccccc12
    -8, 4, 11, 8, -6, -14, ?, -416, 2
COc1ccc(C2CC(=O)C3=C(C2)NC(C)=C(C(=O)Nc2ccccc2C)C3c2coc3ccc(C)cc3c2=O)cc1OC (stereo not given)
    -8, -6, -2, 9, -26, 10, -5, -7, -3
Cc1cc(C)n(C(=O)c2ccc(C)o2)n1
    1, 0, 4, -2, 1, 3, 8, 15, 1
O=C(CSc1nnc(-c2ccccc2)o1)NC1CCCCC1
    5, -2, 2, -3, -4, -11, -2, 9, 4
Cc1ccccc1Cn1c(=O)c2c(nc3n2CCN3Cc2ccco2)n(C)c1=O
    ., ., ., -9, ., 8, ., 22, 2
CCCCOc1ccc(C(C)NC(=O)CCS(=O)(=O)Cc2ccc(C)cc2)cc1 (stereo not given)
    -2, 1, 3, -14, 0, -12, 10, 20, 1
CC(=O)Oc1ccc(Nc2ccccc2)cc1
    -10, -6, -4, -12, -17, 32, -9, 16, -8
Cc1ccc(Cl)cc1N1CCN(C(=O)Cc2ccc(-n3c(=O)[nH]c4ccsc4c3=O)cc2)CC1
    -4, -3, 9, -4, 2, 0, 26, 14, 2
COc1cc(CNC(=O)CCCC/C=C/C(C)C)ccc1O
    1, -5, 10, 7, -1, -10, 6, 5, 2
CC(NC(=O)Nc1ccccc1O)(C(F)(F)F)C(F)(F)F
    3, -1, 10, 9, 15, 18, 1, 30, 9
Cc1ccc(CNC(=O)CN2C(=O)NC3(CC(C)CC(C)(C)C3)C2=O)cc1 (stereo not given)
    -3, 2, 4, -6, -3, -11, 12, 0, 4
CCOC(=O)/C(=C/c1ccc(OC(=O)c2ccncc2)cc1)C(C)=O
    -6, 1, -5, 12, -20, 3, 5, 12, 1
CC(=O)C1CCC2C(CCC3=CC(=O)CCC32)C1 (stereo not given)
    ., ., ., -8, ., 2, ., -3, -1
Cc1[nH]n(-c2ccc([N+](=O)[O-])cc2)c(=O)c1C=NCCN1CCN(C(=O)c2ccccc2)CC1
    70*, -4, 90*, 0, 88*, 2, -11, 28, 6
CC(NC(=O)COC(=O)Cc1ccsc1)C1CC2CCC1C2 (stereo not given)
    -9, 1, -4, -6, -13, -11, -2, 6, 2
COc1cc(C(=O)Oc2ccc(Br)cc2C(=S)N2CCOCC2)cc(OC)c1OC
    1, -2, 3, 3, 4, 38, 4, 14, 1
Cc1[nH]c(=O)c(C#N)c2c1COC(C)(C)C2
    1, 6, 8, -14, 13, 2, 2, -268, 0
CCOC(=O)C1CCCN(C(=O)c2ccc(CS(=O)(=O)c3ccc(Br)cc3)o2)C1 (stereo not given)
    4, 7, 4, -2, -1, 2, 1, -5, 1

One compound at a time, from the list above. Order of values: SENP8 block-1	MIN6 prolif	SENP7 inh	HKDC1 inhibitor	SENP6 inh	PfG6PD inh	UBC13 inh	SENP8 block-2	SENP1 inh
Listed for `Cc1[nH]c(=O)c(C#N)c2c1COC(C)(C)C2` : 1	6	8	-14	13	2	2	-268	0
Listed for `Cc1[nH]n(-c2ccc([N+](=O)[O-])cc2)c(=O)c1C=NCCN1CCN(C(=O)c2ccccc2)CC1` : 70*	-4	90*	0	88*	2	-11	28	6

New compounds follow.
Values run as follows: SENP8 block-1, MIN6 prolif, SENP7 inh, HKDC1 inhibitor, SENP6 inh, PfG6PD inh, UBC13 inh, SENP8 block-2, SENP1 inh
Cn1c(=O)n(C)c2cc(S(=O)(=O)N3CCN(c4ccccc4)CC3)ccc21
    0, 1, -1, -3, 14, -12, -14, 25, 0
CCCC(=O)N(Cc1cc2cccc(C)c2[nH]c1=O)c1ccccc1OC
    -3, -1, 0, -3, -13, -3, -9, -25, 1
Cc1ccc(C)c(OCCC(=O)OCC(=O)c2c(N)n(C)c(=O)n(C)c2=O)c1
    -11, -4, 11, -1, 3, -2, -1, 5, -2
CC(C)C(=O)Nc1ccc(C(=O)Nc2ccc(Br)cc2F)cc1
    -2, -1, -5, 1, -14, 0, -3, 11, 1
NC(=O)N=Nc1c2[nH]c3ccccc3nc-2c2ccccc12
    -4, -4, 6, 17, -6, 18, -23, 11, 1
CS(=O)(=O)c1ccc(CNC(=O)C2(C(F)(F)F)C/C(=C\Cc3ccccc3)CCCO2)cc1 (stereo not given)
    11, 1, 4, 3, 7, 1, 4, 11, 3
CCCCNC(=O)CCSc1ccc(C)cc1
    -9, -3, 1, 14, -28, -11, -19, 9, -1
COc1ccc(-n2nc(C(=O)NCC(=O)N3CCCCCC3)c3ccccc3c2=O)c(OC)c1
    7, 0, 3, -2, -1, -1, -2, -25, 1
CC(Oc1ccccc1F)C(=O)NNC(=O)C1CC(=O)N(c2ccc3c(c2)OCCO3)C1 (stereo not given)
    5, 0, -1, -5, 10, 4, 10, 8, 2
CCOC(=O)c1nnn(-c2nonc2-c2ccccc2)c1C
    -12, -3, -4, -13, -22, -13, -4, 24, 0
COC(=O)c1ccc(COC(=O)c2cnc(Cl)c(Cl)c2)cc1
    -3, 0, 1, -3, -3, 5, -1, -4, 0
Cc1ccc(S(=O)(=O)N2CCN(C(=O)c3cccc(-n4cccc4)c3)CC2)cc1
    -8, 0, 4, 5, -12, -3, -7, -8, 2
COc1ccc(/C=N/NC(=O)CCn2cnc(-c3ccccc3)c2-c2ccccc2)cc1OC
    -3, 2, -4, -2, -12, 18, 14, 2, -1
Oc1cccc(C(=S)N2CCCCC2)c1
    -4, -1, -4, -11, -7, 51, 0, 16, 2
COc1ccc(C(=O)Cn2nnc(-c3ccc(N4CCOCC4)cc3)n2)cc1OC
    -1, 0, 3, -5, 19, 2, 4, 11, 0
COc1cc(SC)ccc1C(=O)NC1CCCCC1
    -11, -1, -6, -3, -12, 21, -9, 2, -2
O=C(CCCn1nnc2ccccc2c1=O)N[C@H](C(=O)O)c1ccccc1
    1, 1, -2, 10, -2, -14, 12, 5, 0
Cc1ccc(C(=O)N2CC(=O)Nc3ccc(F)cc3C2c2ccc(F)cc2)cc1[N+](=O)[O-] (stereo not given)
    -2, -2, 4, -6, -1, 33, 19, 10, 0
COC(=O)c1ccc(NC(=O)CN2C(=O)C3C4C=CC(C4)C3C2=O)cc1 (stereo not given)
    -1, 4, 1, 4, 0, -3, 13, 10, -1
COc1cc(Br)cc(CNc2ccc(F)c([N+](=O)[O-])c2)c1O
    0, -3, -3, 1, -15, 17, 6, 19, 4

Continued:
Values run as follows: SENP8 block-1, MIN6 prolif, SENP7 inh, HKDC1 inhibitor, SENP6 inh, PfG6PD inh, UBC13 inh, SENP8 block-2, SENP1 inh
O=C(CCC1N=C2c3ccccc3N=C(SCC(=O)NCc3ccco3)N2C1=O)NCc1ccco1 (stereo not given)
    -1, 0, 7, 5, 15, 6, 5, -124, -6
COc1ccc(CNC(=O)Cc2cccs2)cc1OC
    -9, -4, -8, -3, 0, -3, -5, 12, -1
CCOc1ccc(/C=N/OCC(=O)NCc2ccco2)cc1
    -9, -2, -9, -2, -8, 5, -3, 7, 0
CC(=O)Nc1cccc(NC(=O)Cc2cccs2)c1
    5, -1, 1, -1, -1, -4, -2, 1, 0
CC(C)(C)CC(C)(C)Nc1c(-c2ccc(O)cc2)nc2cnccn12
    -5, 0, 4, 2, -16, -7, 11, -299, -56
Cc1cc(C)n2c(Br)c(CSc3nc4ccccc4o3)nc2n1
    -8, 1, -8, 12, 5, 0, 3, -272, -5
COc1cc(NC(=O)CSc2ccc(-c3ccco3)nn2)cc(OC)c1
    6, -3, -1, 33, 4, 42, 0, -11, -1
CCn1c(C)nc2cc(S(=O)(=O)C(F)(F)F)ccc21
    -12, -4, -6, -10, -25, -13, -4, 6, 0
CC(=O)Oc1c(C)c2c3c(c1OC(C)=O)[C@@H](C)CC[C@@H]3[C@@H](C)C[C@H]2C=C(C)C
    0, -7, 5, 5, 10, 12, 2, 0, 0
Cc1ccc(NC(=O)Cn2nnc(C(=O)NCc3ccc4c(c3)OCO4)c2N)cc1
    -6, 8, 15, 0, -20, -12, -4, 9, 3
Cc1cc(C)nc(SCC(=O)Nc2ncc(C(F)(F)F)cc2Cl)n1
    -10, 0, -8, 15, -15, -8, -10, -257, -38
CCOC(=O)Cc1csc(NS(=O)(=O)c2ccc(Cl)cc2)n1
    -7, -3, -7, 4, -10, -5, -12, -1, 4
COc1ccc([C@@H]2CC=C(C(=O)O)[C@H](c3ccc(Cl)cc3)N2S(=O)(=O)c2ccc(Cl)cc2)cc1
    3, -7, 4, 7, 4, -33, -25, 8, -2
Cc1ccnc(NC(c2cccnc2)c2ccc3cccnc3c2O)c1 (stereo not given)
    -4, -5, -1, -34, -20, -14, -9, 8, 3
Cc1cc(NC(=O)c2ccccc2Cl)n(C(C)(C)C)n1
    -5, 2, -4, -6, -15, -11, -4, 8, 0
COC(=O)CSc1nc(SCc2ccc(C)cc2)nc2c1CCCC2
    2, -4, 4, -2, 7, -3, 2, 27, 2
COc1ccc(OC)c(C(=O)COC(=O)COc2ccccc2F)c1
    0, -1, -5, 5, -7, -8, 10, -191, 1
CCC(C)NC(=O)CSc1nc2ccc(N3CCOCC3)cc2c(=O)n1CCc1ccccc1 (stereo not given)
    -10, -2, -2, ., -9, ., 16, ., .

Compounds above containing a Cl atom (six):
Values run as follows: SENP8 block-1, MIN6 prolif, SENP7 inh, HKDC1 inhibitor, SENP6 inh, PfG6PD inh, UBC13 inh, SENP8 block-2, SENP1 inh
Cc1ccc(Cl)cc1N1CCN(C(=O)Cc2ccc(-n3c(=O)[nH]c4ccsc4c3=O)cc2)CC1
    -4, -3, 9, -4, 2, 0, 26, 14, 2
COC(=O)c1ccc(COC(=O)c2cnc(Cl)c(Cl)c2)cc1
    -3, 0, 1, -3, -3, 5, -1, -4, 0
Cc1cc(C)nc(SCC(=O)Nc2ncc(C(F)(F)F)cc2Cl)n1
    -10, 0, -8, 15, -15, -8, -10, -257, -38
CCOC(=O)Cc1csc(NS(=O)(=O)c2ccc(Cl)cc2)n1
    -7, -3, -7, 4, -10, -5, -12, -1, 4
COc1ccc([C@@H]2CC=C(C(=O)O)[C@H](c3ccc(Cl)cc3)N2S(=O)(=O)c2ccc(Cl)cc2)cc1
    3, -7, 4, 7, 4, -33, -25, 8, -2
Cc1cc(NC(=O)c2ccccc2Cl)n(C(C)(C)C)n1
    -5, 2, -4, -6, -15, -11, -4, 8, 0
